Bioassay records: PubChem, National Center for Advancing Translational Sciences (NCATS)
Nrf2 inh: Nrf2 pathway inhibition; A549 ARE-Fluc reporter, luciferase luminescence, 18-24 h; Potency, µM (series often up to 46 µM), for the others: at the highest dose activity change, negative = inhibition, most hits filed as inhibitors; actives 2.1% (n = 360,000); AID 504444; also: potency is read from the fitted curve at half-maximal effect; % is scaled to controls: 0 for no effect and ±100 for the full control effect; nearly all actives have a fitted effect of over 60% in size
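Nrf2 activity is the BugLite luminescence, read 15 min after reagent at room temperature, following CellTiter-Fluor cytotoxicity readout (30 min, 37C). Compound titrations were applied for 18-24 h to 5000 A549 ARE_Fluc cells/well in 5% FBS OPTI-MEM.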
TGFb SMAD3 inh: TGF-b pathway inhibition; HepG2 CAGA-GFP TGF-b/SMAD3 reporter, GFP fluorescence, 18 h; TGF-beta stimulated, 500 pg/mL final; actives 1.2% (n = 410,000); AID 588855; Potency, µM (highest dose often 46.1 µM), without a hit: at the top dose activity, negative = inhibition, most hits filed as inhibitors; also: potency is read from the fitted curve at half-maximal effect; % is scaled to controls: 0 for no effect and ±100 for the full control effect; nearly all actives have a fitted effect of over 65% in size
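TGF-beta reporter screen: HEPG2 CAGA-GFP, 1% FBS, 500 pg/mL TGF-beta final, 18 h; per-cell GFP summed per well; curves fitted and categorized by class.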
Abeta rescue: compounds reversing amyloid beta toxicity in yeast; actives 0.063% (n = 410,000); yeast expressing A-beta42, growth rescue, OD600, 48 h; response scale: 0% DMSO, 100% iron-clioquinol control; Potency, µM (highest dose often 46.1 µM), without a hit: at the top dose growth rescue, usual class: activators; AID 1347071; also: potency is read from the fitted curve at half-maximal effect; nearly all actives have a fitted effect of over 55% in size
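Yeast A-beta toxicity model in growth medium with pinned compounds, 48 h at 30 C; growth read as absorbance at 600 nm. Normalized to FeCl3/clioquinol equimolar mix (positive) and DMSO (negative).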
Nrf2 ARE act: activators of Nrf2 (ARE) signaling; AREc32 ARE-luciferase reporter (MCF7-derived line), luminescence, 24 h; actives 0.31% (n = 410,000); Potency, µM (series often up to 46.1 µM), for the others: at the top dose activation, actives largely listed as activators; AID 624171; also: potency is read from the fitted curve at half-maximal effect; % of control where 0% means no effect; nearly all actives have a fitted effect of over 65% in size
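AREc32 cells carrying an ARE-driven firefly luciferase reporter were seeded at 1000 cells/well in OPTI-MEM with 5% FBS, then exposed to compound for 24 hr at 37 deg C. Luminescence was read with Steady-Glo after 30 min at RT.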
Mm-Cpn inhibitor: M. maripaludis TRiC chaperonin inhibition | purified Mm-Cpn ATPase, ADP Transcreener TR-FRET | Potency, µM (highest dose often 76.9 µM), inactives show at the top dose activity, negative = inhibition, hits mostly inhibitors | actives 0.031% (n = 330,000) | AID 504842; also: potency is read from the fitted curve at half-maximal effect; % is scaled to controls: 0 for no effect and ±100 for the full control effect; nearly all actives have a fitted effect of over 80% in size
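ATPase turnover read by TR-FRET ADP competition (Eu cryptate antibody/ADP-d2, 665/590 nm): 10uM ATP final, 25nM Mm-CPN final, 30 min 37degC after 10-min compound preincubation, pH 7.4 Tris/KCl/MgCl2/DTT buffer.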
A549 tox: counter-screen for Nrf2 inhibitors: cytotoxicity in A549 cells; A549 ARE-Fluc cells, CellTiter-Fluor viability, 18-24 h; Potency, µM (titrated, usually from 46 µM), for inactives: at the highest dose activity change, negative = cytotoxicity, usual class: inhibitors; actives 0.16% (n = 390,000); also: potency is read from the fitted curve at half-maximal effect; % is scaled to controls: 0 for no effect and ±100 for the full control effect
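A549 ARE_Fluc cells in 5% FBS OPTI-MEM were exposed to compounds in concentration-response for 18-24 h at 37 deg C. Viability was read by CellTiter-Fluor fluorescence (Ex 405/Em 525) after 30 min, before the luciferase read.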
CCT chaperon mod: cytosolic chaperonin activity modulation. purified chaperonin ATPase assay, HTRF ADP detection, 30 min. activity change, % (no concentration beside the values), hits read low. actives 0.3% (n = 360,000). AID 651819; in the data active = activity change below about -30%; also: % is scaled to controls: 0 for no effect and ±100 for the full control effect
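Enzyme 40 or 20 nM (batch-dependent) in Tris pH 7.4/KCl/MgCl2/DTT; cpd 76 uM single point; ATP 10 uM; 30 min 37 °C; Transcreener ADP HTRF detection, 30 min RT; ratio 665/615.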
HepG2 tox: counter-screen for TGF-b inhibitors: cytotoxicity in HepG2 cells; HepG2 CAGA-GFP viability, ATP luminescence, 18 h; actives 0.76% (n = 410,000); Potency, µM (top dose mostly 46.1 µM), for inactives: top-dose activity change, negative = cytotoxicity, actives largely listed as cytotoxic; also: potency is read from the fitted curve at half-maximal effect; some results filed as inactive show a strong effect at the top dose
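CellTiter-Glo luminescence gave cytotoxicity after 18 hours at 37 degrees C. The cells were HepG2 CAGA-GFP in 1% FBS DMEM, stimulated with 500 pg/mL TGF-beta after compound addition. %Activity was normalised to no-cell wells (complete cell-killing) and DMSO (no toxicity), and curves were fitted and classified.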
pAkt inh: Akt phosphorylation inhibition | Neuro2A IGF-stimulated pAkt S473 HTRF, 20 min; hits give low values | AID 651550 | actives 0.32% (n = 360,000) | activity change, % for hits at 50 µM; in the data active = activity change below about -80%; inconclusive = mostly about -51% to -80%; also: % is scaled to controls: 0 for no effect and ±100 for the full control effect
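Neuro2A cells (4,500/well, DMEM with 0.5% FBS) were treated with compound at a single 50 µM final concentration, stimulated with 6 nM IGF for 20 min at 37 °C, and lysed. Phospho-Akt Ser473 was read by HTRF as 665/615 ratio ×10^4.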
* = called active by the depositor; i = inactive; ? = inconclusive; / = not tested or not shown; [ ] = remark or other dose. Unless noted, calls follow the shape of the dose curve; as a rule, active = well fitted curve in the direction sought with a large enough effect; inconclusive = small, poorly fitted or top-dose-only effect, or another doubt; inactive = no such curve, though single readings can be large; an effect the other way counts as inactive or inconclusive.

Values in the order: Mm-Cpn inhibitor, pAkt inh, HepG2 tox, A549 tox, Nrf2 inh, CCT chaperon mod, Abeta rescue, TGFb SMAD3 inh, Nrf2 ARE act
Cc1cccc(C(=O)OCC(=O)N(CC(C)C)c2c(N)n(Cc3ccccc3)c(=O)[nH]c2=O)c1O
 : -1%, i, 9%, 0%, 3%, -0.5, -2%, 6%, -0.5%
O=C(CSc1ccccc1C(=O)O)NCc1ccccc1
 : -6%, i, 3%, 11%, 0%, -2.7, 2%, 14%, -0.4%
COc1ccc(Nc2cc(C(=O)NCCCN3CCN(C)CC3)c3ccccc3n2)c(OC)c1
 : -3%, i, -32%, -2%, 4%, -2.9, -3%, -1%, 4.3%
O=C(NCCCN1CCCCCC1)C1CC(=O)N(C2CCCC2)C1 (stereo not drawn)
 : 1%, i, -23%, 9%, 0%, -45*, -3%, -26%, 0.1%
CCSc1nc(-c2ccc(OC)cc2)cc(-c2ccc(OC)cc2)c1C#N
 : -7%, i, -41%, -7%, -14%, 1.8, -5%, 6%, 0.0%
COC(=O)c1sc(C(C)(C)C)cc1CS(=O)(=O)c1ccc(Cl)cc1
 : -14%, i, -2%, -1%, -7%, 1.5, 9%, ?, -0.4%
O=C(CSc1nnc2ccccn12)NNC(=O)c1ccc([N+](=O)[O-])cc1
 : 1%, i, 3%, 0%, 0%, 0.8, 5%, 8%, -1.3%
Nc1nonc1C(=O)NCCNCc1ccc(Cl)c(Cl)c1
 : /, /, -5%, 2%, 8%, /, -5%, 5%, 0.4%
CCN(CC(=O)Nc1ccccc1Br)C1CCCCC1
 : 2%, i, 8%, 0%, 19%, -0.2, -4%, 10%, 1.9%
CCOC(=O)CCC(=O)Nc1ccc(S(=O)(=O)N2CCC(C)CC2)cc1
 : -1%, i, 4%, 4%, 25%, 0.6, 30%, 18%, 0.0%

CCT chaperon mod, what is marked active above.
canonical_smiles | Mm-Cpn inhibitor | pAkt inh | CCT chaperon mod | TGFb SMAD3 inh
O=C(NCCCN1CCCCCC1)C1CC(=O)N(C2CCCC2)C1 (stereo not drawn) | 1% | i | -45* | -26%

Next structures.
Values in the order: Mm-Cpn inhibitor, pAkt inh, HepG2 tox, A549 tox, Nrf2 inh, CCT chaperon mod, Abeta rescue, TGFb SMAD3 inh, Nrf2 ARE act
Cc1ccccc1C(=O)Nc1cc(S(=O)(=O)N2CCOCC2)ccc1N1CCN(C)CC1
 : 1%, i, 3%, 4%, -3%, -1.6, -10%, 0%, 0.2%
COc1ccc(N2C(=O)CCC(C(=O)NCCN3CCOCC3)C2c2ccc(OC)c(OC)c2)cc1 (stereo not drawn)
 : 0%, i, 1%, 0%, 12%, -2.5, 1%, ?, -0.1%
C=CCOc1c2ccc(C(=O)N(CC)c3ccc(OC)cc3)cc2nn1C
 : -1%, i, 5%, -1%, -14%, -1.2, 1%, 6%, 0.3%
COc1ccc(-c2nc3ccccc3s2)cc1NC(=O)c1cccc(F)c1
 : /, /, -1%, -1%, /, /, -3%, 20%, 12%
CCN(CC)S(=O)(=O)c1cccc(-c2nnc(SCC(N)=O)n2N)c1
 : 0%, i, -4%, 5%, 2%, 1.5, 3%, -4%, -0.4%
COc1ccc(N2C(=O)c3ccccc3NC2c2ccc(OC)c(CN3CCOCC3)c2)cc1 (stereo not drawn)
 : -19%, i, -25%, -3%, ?, -0.6, -2%, 0%, 0.4%
O=C(CCCn1c(SCC(=O)c2ccc(F)cc2)nc2ccccc2c1=O)NCc1ccco1
 : -2%, i, -5%, -30%, 26µM*, 1.0, 12%, -5%, -0.3%
Cc1nn(CC(=O)N2CCC(N3CCCCC3)CC2)c(=O)c2c1sc1ccccc12
 : -3%, i, 0%, -2%, -10%, -0.2, /, -2%, 2.3%
COc1ccc(-c2cc(C3C4C=CCC(C)C4C(=O)N3Cc3ccccc3)ccc2F)cc1OC (stereo not drawn)
 : /, /, 5%, -11%, ?, /, /, -22%, /
O=C(O)CC1(Cc2nc(-c3cccs3)no2)CCCC1
 : 4%, i, 11%, -7%, 2%, -2.2, -4%, 1%, 2.7%

The results go on:
Values in the order: Mm-Cpn inhibitor, pAkt inh, HepG2 tox, A549 tox, Nrf2 inh, CCT chaperon mod, Abeta rescue, TGFb SMAD3 inh, Nrf2 ARE act
Cc1ccccc1S(=O)(=O)NC(=O)C1(C)CCN1C(=O)C1(c2ccccc2)CCCC1 (stereo not drawn)
 : /, i, 4%, /, /, -1.4, -15%, 8%, -0.6%
Cc1cccc(Cc2c(C)nc3nc(SCc4ccccc4F)nn3c2C)c1
 : /, /, 4%, -3%, /, /, 5%, 10%, 0.4%
Cc1cc([N+](=O)[O-])nn1CCCC(=O)Nc1c(C)n(C)n(-c2ccccc2)c1=O
 : -2%, i, 1%, 1%, -2%, -1.5, -6%, 1%, -0.3%
CCOC(=O)N1CCN(C(=O)C2CCN(CC3CCCCC3)CC2)CC1
 : 2%, i, 2%, 7%, 8%, -1.9, 16%, 7%, 0.4%[9.22 µM]
COC(=O)CCNCCSc1nnc(-c2ccco2)n1Cc1ccccc1
 : 1%, i, 15%, 0%, 15%, -2.1, 3%, -4%, -0.8%
O=C(NCCc1csc2nc(-c3ccc(F)cc3)nn12)c1cccc(C(F)(F)F)c1
 : /, /, -25%, -23%, /, /, 27%, -20%, 5.7%
O=[N+]([O-])c1cccc(S(=O)(=O)N2CCN(S(=O)(=O)N3CCOCC3)CC2)c1
 : 1%, i, -25%, -5%, -24%, -2.0, -11%, 4%, 2.7%
COC(=O)[C@@]1(C(C)C)N=C(c2cc(OC)c(OC)c(OC)c2)[C@]2(O1)C(=O)N(C)c1ccc(Cl)cc12
 : /, i, /, /, /, -0.6, -15%, /, 5.5%
Cn1nc(C(C)(C)C)cc1C(=O)O
 : -3%, i, 7%, 1%, 3%, 0.5, -10%, 3%, 0.5%
O=C(Cn1cnc2c(nnn2Cc2ccccc2)c1=O)c1ccc(Cl)cc1
 : 3%, i, -21%, ?, ?, -2.4, -10%, -6%, 0.1%

New compounds follow.
Values in the order: Mm-Cpn inhibitor, pAkt inh, HepG2 tox, A549 tox, Nrf2 inh, CCT chaperon mod, Abeta rescue, TGFb SMAD3 inh, Nrf2 ARE act
Cc1cc(C(=O)COc2cccnc2[N+](=O)[O-])c(C)n1-c1ccccc1F
 : 2%, i, -3%, 18%, ?, 0.1, -9%, -28%, -0.6%
CN(C)c1ccc(C(C(=O)NCc2ccccc2)N(Cc2cccnc2)C(=O)c2snc(C(N)=O)c2N)cc1 (stereo not drawn)
 : 3%, i, -4%, -12%, -26%, 0.1, -2%, 23%, 0.3%
COc1ccc(-c2ccc(CCC(=O)O)n2-c2cc(Cl)ccc2O)cc1
 : /, /, -6%, -4%, -6%, /, ?, ?, ?
CCCCn1c(N)c(N(CCOC)C(=O)CSCC(=O)Nc2cccc(C)c2)c(=O)[nH]c1=O
 : 0%, i, -3%, -2%, 1%, -2.1, 7%, -5%, -0.6%
COc1ccccc1NC(=O)COC(=O)CCC1CCCC1
 : 1%, i, -5%, -16%, 2%, -1.8, 20%, 8%, 0.2%
CN(C(=O)c1cccc(NC(=O)Cc2ccc(NC(=O)C3CCN(C(=O)c4ccccc4)CC3)cc2)c1)C1CCCCC1
 : /, i, -4%, 10%, ?, 1.7, 4%, 37%[activator], 4.9%
Cc1ccc(N(CC(=O)N/N=C/c2cccs2)S(C)(=O)=O)cc1Cl
 : 7%, i, -3%, -11%, -5%, -1.8, 17%, 0%, 2.9%
CCOC(=O)C1=C(CS(=O)(=O)c2cccc(C(F)(F)F)c2)NC(=O)NC1c1cccc(OC)c1 (stereo not drawn)
 : /, /, -28%, -12%, -9%, /, -12%, 0%, -1.1%
COc1ccc(/C=N/OC(=O)Nc2ccccc2OC)cc1
 : 2%, i, 12%, -15%, ?, -0.7, 1%, ?, 3.2%
Cc1ccc2c(CC(=O)Nc3cccc(Cl)c3C)coc2c1
 : /, /, -3%, 8%, 3%, /, -7%, 1%, 0.6%
COc1ccc(-c2cc(-c3c(O)c(OC)c4occc4c3OC)[nH]n2)cc1OC
 : -2%, i, -29%, ?, 13µM*, -0.2, -31%[inhibitor], 7.9µM*, 9.1%
COc1ccc(S(=O)(=O)N2CCCCCC2)cc1N
 : -1%, i, -20%, 3%, -2%, -5.3, -5%, -22%, -0.3%

In the list so far, these contain two or more sulfur atoms:
Values in the order: Mm-Cpn inhibitor, pAkt inh, HepG2 tox, A549 tox, Nrf2 inh, CCT chaperon mod, Abeta rescue, TGFb SMAD3 inh, Nrf2 ARE act
COC(=O)c1sc(C(C)(C)C)cc1CS(=O)(=O)c1ccc(Cl)cc1
 : -14%, i, -2%, -1%, -7%, 1.5, 9%, ?, -0.4%
CCN(CC)S(=O)(=O)c1cccc(-c2nnc(SCC(N)=O)n2N)c1
 : 0%, i, -4%, 5%, 2%, 1.5, 3%, -4%, -0.4%
O=[N+]([O-])c1cccc(S(=O)(=O)N2CCN(S(=O)(=O)N3CCOCC3)CC2)c1
 : 1%, i, -25%, -5%, -24%, -2.0, -11%, 4%, 2.7%
Cc1ccc(N(CC(=O)N/N=C/c2cccs2)S(C)(=O)=O)cc1Cl
 : 7%, i, -3%, -11%, -5%, -1.8, 17%, 0%, 2.9%
